# IDE cell activ – IDE (human) activation, cell-based; P14735; HEK cells, FAbeta-B cleavage, fluorescence polarization; 0% vehicle, 100% cell-free pure enzyme wells; activation, % at 5.96 µM; actives 0.073% (n = 340,000); AID 493087;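 active means activation above the mean of all tested compounds plus 3 SD, set per screening campaign, cut at about 17% in these data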
# MEKK3 PB1 HTS – modulators (inhibitors or enhancers) of MEK5 binding to human MEKK3 PB1 domain | Q99759 | bead-based flow cytometry, Alexa488-MEK5 binding to MEKK3; actives lie on both sides; 0 = blocked by unlabeled MEK5, 100 = vehicle | binding response (% of control), % at 10 µM | actives 1.4% (n = 290,000) | AID 1529;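 active means binding response more than 3 SD above or below the average of its plate-row segment, actives on both sides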;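 further: Alexa488 bead fluorescence after subtracting the streptavidin-only scavenger bead signal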
# Target sequence (Q99759 whole entry, looked up, the tested form may be a part): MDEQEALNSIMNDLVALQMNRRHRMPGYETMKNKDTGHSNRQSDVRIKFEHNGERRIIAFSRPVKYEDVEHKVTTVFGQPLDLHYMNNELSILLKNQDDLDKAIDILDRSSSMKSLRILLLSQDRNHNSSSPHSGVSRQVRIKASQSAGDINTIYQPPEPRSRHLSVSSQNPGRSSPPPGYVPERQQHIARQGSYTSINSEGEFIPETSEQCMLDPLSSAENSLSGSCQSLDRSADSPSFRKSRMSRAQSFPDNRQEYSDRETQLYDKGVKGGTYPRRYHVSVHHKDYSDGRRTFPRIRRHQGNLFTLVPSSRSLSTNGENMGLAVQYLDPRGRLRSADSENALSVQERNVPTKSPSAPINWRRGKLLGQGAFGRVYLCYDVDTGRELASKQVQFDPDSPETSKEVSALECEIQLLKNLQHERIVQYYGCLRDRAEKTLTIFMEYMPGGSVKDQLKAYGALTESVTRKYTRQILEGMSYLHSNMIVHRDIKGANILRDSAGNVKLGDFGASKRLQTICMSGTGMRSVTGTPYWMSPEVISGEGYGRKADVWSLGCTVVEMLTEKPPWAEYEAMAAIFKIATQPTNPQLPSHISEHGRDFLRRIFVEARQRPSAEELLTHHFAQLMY
# MEKK2 mut-MEK5 – signal of MEK5 binding to mutant human MEKK2 PB1 domain | bead flow cytometry, Alexa488-MEK5 binding to MEKK2 mutant | percent response, % at 10 µM | actives 0.35% (n = 290,000); in the data active means percent response above about 24%, passing the limit was not always enough; further: inactives centre near 1; some results filed as inactive read as strong as hits; reference of the scale not given here
# MEKK2wt PB1 HTS – raises or lowers MEK5 binding to wildtype human MEKK2 PB1 domain; binding response (% of control), % at 10 µM; bead flow cytometry, Alexa488-MEK5 binding to MEKK2 WT; actives lie on both sides; actives 1.1% (n = 290,000); Q9Y2U5; in the data active means binding response below about 67% or above about 130%
# PfM18AAP inh – PfM18AAP enzyme inhibition; recombinant PfM18AAP, H-Glu-NHMec fluorogenic cleavage; inhibition, % at 7.35 µM; actives 1.2% (n = 290,000);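 active means inhibition above the campaign mean inhibition over all tested compounds plus 3 SD, cut at about 28% in these data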;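 further: 0% = plate median of test compound wells and 100% = 2 mM ZnCl2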
# p-CIP stab down – p/CIP protein destabilization; Q05BA5; F442A p/CIP-EGFP cells, EGFP fluorescence, 16 h; decrease of EGFP signal, % at 10 µM; actives 0.01% (n = 290,000); AID 1984;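 active means EGFP signal decrease of at least 30% at 10 µM or well 3 SD below plate mean, unless failing retest; inactive means the rest, including hits failing retest or dose response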; further: some compounds called inactive have numbers as strong as hits; many of its hits are not listed in these tables
# NALP1 yeast inh – NALP1 inhibition. actives 0.61% (n = 280,000). AID 2071. S. cerevisiae NALP1/ASC/caspase-1 growth, X-gal OD620, 72 h. inhibition, % at 10 µM; in the data active means inhibition mostly above about 24%, no sharp cut-off; inactive means mostly below about 32%; further: some compounds called inactive have numbers as strong as hits
# IDE cell inh – inhibitors of human insulin-degrading enzyme in cells; P14735; HEK cells, FAbetaB cleavage, fluorescence polarization; inhibition, % at 5.59 µM; actives 0.41% (n = 320,000);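 active means percent inhibition above the average of all tested compounds plus 3 SD, set per screening campaign, cut at about 16% in these data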;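 further: IDE supplied by intact live HEK cells; FP after avidin binding of uncleaved biotin substrate so inhibition keeps polarization high; 0% = DMSO wells and 100% = 60 µM reference IDE inhibitor Ii1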
# UBC9 SUMO inh – blocks human SUMOylation mediated by UBC9; actives 0.36% (n = 290,000); inhibition, % at 35 µM; P63279; HTRF SUMOylation assay, SAE1/SAE2 + UBC9, in vitro; in the data active means inhibition above about 50%, passing the limit was not always enough; further: strong numbers were not always called active
# Target sequence (P63279 whole entry, looked up): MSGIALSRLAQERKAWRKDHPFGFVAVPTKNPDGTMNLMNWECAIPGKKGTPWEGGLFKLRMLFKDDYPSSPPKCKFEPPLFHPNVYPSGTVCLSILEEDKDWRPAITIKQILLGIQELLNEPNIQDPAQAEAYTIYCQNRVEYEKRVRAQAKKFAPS
# The depositor's hits bear a star; / = not tested or not shown.
SMILES,IDE cell activ,MEKK3 PB1 HTS,MEKK2 mut-MEK5,MEKK2wt PB1 HTS,PfM18AAP inh,p-CIP stab down,NALP1 yeast inh,IDE cell inh,UBC9 SUMO inh
O=C(O)CCC(=O)N1CCc2cc(S(=O)(=O)NCc3ccc(Cl)cc3)ccc21,5,95,0,96,3,-6,18,-4,2
O=C(CC1Nc2ccccc2NC1=O)NC1CCCCC1 (stereo not given),5,/,/,/,-1,1,18,2,23
O=c1c2ccccc2ncn1-c1ccccc1[N+](=O)[O-],2,103,2,104,7,11,6,4,-16
CC(C)S(=O)(=O)c1csc(NC(=O)Nc2ccc(Cl)cc2)c1Cl,-2,97,-2,100,0,-12,-2,9,-16
COC(=O)c1ccccc1NC(=O)c1ccccc1OC,-6,104,2,106,1,2,28,5,27
Cc1cc(Cl)ccc1Oc1ncc(CN2CCN(c3ccccc3)CC2)s1,1,100,7,106,4,-2,-15,8,-13
CC(C)c1nnc(NC(=O)CCC(=O)N2CCN(c3cccc(Cl)c3)CC2)s1,3,102,-6,99,7,-6,-3,3,1
CC(C)OP(=O)(OC(C)C)C(Nc1ccccc1)c1cccc2c1OCO2 (stereo not given),-1,99,34,98,4,-13,20,1,18
CN(C)c1ccc(C(=O)Nc2ccc(O)c3c(=O)cc(-c4ccccc4Cl)oc23)cc1,3,100,3,107,/,-12,-8,9,6
COC(=O)/C=C/c1cnc[nH]1,-1,103,0,104,-11,-4,-44,0,-8
CCCCN(CC)Cc1c(O)ccc2c(-c3ccccc3)cc(=O)oc12,-1,103,1,109,8,-8,/,-2,30
CCOC(=O)N1CCC(NC(=O)CN2C(=O)CSc3nc(C)cc(C)c32)CC1,-1,/,/,/,-5,-14,14,6,4
COc1ccccc1N1CCN(C(=O)/C=C/c2cccc([N+](=O)[O-])c2)CC1,6,90,-8,87,3,1,8,2,-10
O=C(COc1cccc(C(F)(F)F)c1)N1CCN(c2ccc(O)cc2)CC1,2,88,0,95,33*,-29,2,2,4
CCN(CC(=O)Nc1ccc2c(c1)OCCO2)CC(=O)Nc1cc(C)on1,-1,104,11,108,4,-7,-8,-4,14
CCN(CC(=O)Nc1ccccc1OC)CC(=O)Nc1ccccc1-c1ccccc1,7,105,1,98,-11,-1,15,2,6
Oc1ccc(/C=N/NC(=S)Nc2cccnc2)c(O)c1,-1,97,12,109,27,4,25,-3,-33
O=C(/C=C/c1cccc(Cl)c1)NCc1ccccc1,1,100,-3,93,-14,-6,-2,4,9
N#CCCN(C(=O)CSc1ccc2c(c1)OCCO2)c1ccccc1,2,108,4,106,6,-10,-4,-4,-7
COc1ccc(S(=O)(=O)N(C)CC(=O)N2CCCCCC2)cc1OC,1,98,8,97,-4,-10,23,1,13

# Next section, starting with the last three of the part before.
SMILES,IDE cell activ,MEKK3 PB1 HTS,MEKK2 mut-MEK5,MEKK2wt PB1 HTS,PfM18AAP inh,p-CIP stab down,NALP1 yeast inh,IDE cell inh,UBC9 SUMO inh
O=C(/C=C/c1cccc(Cl)c1)NCc1ccccc1,1,100,-3,93,-14,-6,-2,4,9
N#CCCN(C(=O)CSc1ccc2c(c1)OCCO2)c1ccccc1,2,108,4,106,6,-10,-4,-4,-7
COc1ccc(S(=O)(=O)N(C)CC(=O)N2CCCCCC2)cc1OC,1,98,8,97,-4,-10,23,1,13
CCn1c(=O)c(CCC(=O)NCCN2CCOCC2)c(C)c2c(C)nn(-c3cccc(C)c3)c21,7,92,-9,97,7,-7,-4,-2,14
CC(=O)Nc1c2c(nn1-c1ccccc1)CS(=O)C2 (stereo not given),-2,100,-1,101,7,3,14,0,8
CN1CCN(Cc2c(C#N)c3ccccc3n2C)CC1,-4,96,0,101,1,-12,13,1,1
NC(=O)C1(N2CCCCC2)CCN(C(=S)Nc2ccc(F)cc2)CC1,1,95,-2,96,2,-5,19,7,20
COc1ccc(-c2c(-c3ccccc3)c(C(=O)C(=O)NCCCN(C)C)n3ccc4cc(OC)c(OC)cc4c23)cc1OC,5,107,13,140*,1,-4,8,3,-8
CC(=O)c1sc2nsc(SCCN3CCOCC3)c2c1N,/,106,1,104,60*,-11,-6,1,11
O=C(N/N=C/c1c(Cl)[nH]c2ccccc12)c1ccc2c(c1)OCCO2,/,106,3,105,-4,-7,21,3,5
CC(C)CC(C(=O)O)N(Cc1ccccc1)Cc1ccccc1 (stereo not given),6,105,2,91,2,-7,0,-1,-9
CC(C)CN1CCC(C(=O)N2CCN(c3ccccc3F)CC2)CC1,3,96,-1,100,-4,-7,25,3,-10
CCn1c(SCc2ccc(F)cc2)nnc1-c1nn(-c2ccccc2)ccc1=O,3,112,17,113,-1,8,8,2,-12
O=C(O)[C@H]1CCCC[C@H]1C(=O)Nc1cc([N+](=O)[O-])ccc1F,0,104,3,106,2,-6,4,-2,-11
COc1ccc(C(=O)NNC(=O)c2ccccc2[N+](=O)[O-])cc1[N+](=O)[O-],4,99,-6,98,4,2,5,4,6
CCc1ccccc1NC(=O)CCS(=O)(=O)c1ccc(C)cc1,1,108,8,106,0,2,6,-4,6
Cc1ccc(OCC(=O)N2CCc3ccccc3C2)c(Br)c1,4,106,1,103,0,-3,11,5,-2
CCCN(CCC)CCCNC(=S)Nc1ccc2nc3n(c(=O)c2c1)CCCCC3,6,100,-1,104,-5,4,5,-4,-5
COc1ccc(OC)c(/C=N/Nc2nncn2/N=C/c2cc(OC)ccc2OC)c1,-3,101,3,101,51*,-8,24,2,26
CC(=O)N1CCN(Cc2nc3cc(NC(=O)COc4cccc(C)c4)ccc3n2C)CC1,2,101,3,99,-6,-10,-3,5,10
CC(=O)n1cc(/C=N/NC(N)=S)c2ccccc21,4,97,-1,94,14,20,-14,5,7
N#CC(C#N)=Cc1ccc(-c2ccc(S(=O)(=O)N=C(N)N)cc2)o1,3,127,0,106,9,-8,15,5,8
CC1CCC(NC(=O)CN(C)S(=O)(=O)c2cccc3cccnc23)CC1 (stereo not given),0,100,-3,100,-6,-6,/,-3,-21
CN(C)N1C(N)=C(C#N)C(c2ccccc2)C2=C1CC(C)(C)CC2=O (stereo not given),-2,101,0,99,-4,6,8,-1,16
O=C(c1ccccc1F)N1CCC(O)(c2cccnc2)CC1,2,108,2,107,-1,6,9,3,2
COC(=O)c1cc(-c2c(C)oc3cc(OC(C)C)ccc3c2=O)c(C)o1,2,103,2,103,-6,6,9,0,0
O=C(CN(c1ccccc1)S(=O)(=O)c1ccccc1)Nc1ccc(F)cc1,0,104,3,107,-6,-9,15,0,1
O=C(CN(C(=O)Cn1nnc(-c2ccccc2F)n1)c1cccc2c1CCCC2)NCc1ccccc1,5,102,-3,94,5,-2,35,-2,14
COc1ccc(C(=O)CC(=O)C(=O)Nc2ccc(Cl)cc2)cc1,3,103,-3,99,2,-5,26,0,-4
Cn1c(=O)oc2cc(S(=O)(=O)N3CCC(C(=O)N4CCc5ccccc5C4)CC3)ccc21,-6,/,/,/,6,-13,-31,1,5
COC(=O)c1nnc(-c2ccccc2)nc1OC,7,101,-6,102,8,-8,38,5,-5
Cc1c(N=C2NC(=O)/C(=C/c3ccc(O)cc3)S2)c(=O)n(-c2ccccc2)n1C,1,63,1,86,17,-4,34,1,2
N=C(N)SCc1nc2ccccc2c(=O)n1-c1ccccc1Cl,0,135*,10,128,0,-16,-6,0,23
COc1cccc(NC(=O)CN2CCCCCC2)c1,3,110,1,108,1,-6,10,-1,5
COC(=O)c1cc(NC(=O)CC2SCCNC2=O)cc(C(=O)OC)c1 (stereo not given),5,84,-8,91,-2,-7,20,3,-6
COc1ccc(-c2coc3cc(OC)cc(O)c3c2=O)cc1,4,/,/,/,-2,-9,0,0,-10
Cc1nnc(SCc2cccc([N+](=O)[O-])c2)[nH]c1=O,4,102,-10,90,8,12,3,3,12
COc1ccccc1C(=O)NCCC(=O)Nc1ccc(OC(F)(F)F)cc1,4,106,0,107,3,-12,12,1,5
COc1ccc(CNC(=O)CN2C(=O)c3ccccc3C2=O)cc1,0,97,6,98,9,1,1,3,7
CN(Cc1cn[nH]c1-c1ccc2c(c1)OCO2)C1CCOCC1,0,102,-10,91,-4,2,-8,2,7
Cn1c2c(c(=O)n(C)c1=O)C(c1ccccc1Cl)C(C#N)=C(N)O2 (stereo not given),2,104,4,98,0,4,/,5,11
O=C(Nc1nncs1)C12CC3CC(CC(Cl)(C3)C1)C2,2,103,-2,102,14,2,-5,/,-11
Cc1ccc(S(=O)(=O)CCC(=O)OCC(=O)Nc2cc(C)on2)cc1,1,106,3,104,-4,-16,18,-3,22
O=C(O)COCC(=O)NC1CCN(Cc2ccccc2)CC1,/,87,-9,95,-14,-4,8,6,14
COCCCNc1nc2nonc2nc1N1CCC(C(C)N2CCOCC2)CC1 (stereo not given),5,100,1,105,-4,-10,-9,-1,4
CN(c1cccc(NC(=O)c2ccc(N(C)S(=O)(=O)c3ccccc3)cc2)c1)S(C)(=O)=O,-4,86,-6,91,-4,-4,2,1,-10
CCCC(=O)NC(Nc1ccc(S(=O)(=O)Nc2cc(C)on2)cc1)(C(=O)OCC)C(F)(F)F (stereo not given),-1,99,-5,95,2,-13,-1,2,5
CC(Sc1nnnn1-c1ccccc1)C(=O)Nc1ccccc1-c1ccccc1 (stereo not given),1,91,-2,90,10,4,19,-1,-4
O=C(O)c1cccc(S(=O)(=O)N2CCC(n3nnc4cc(C(F)(F)F)ccc43)CC2)c1,-2,103,-5,98,-14,2,10,2,-8
O=C(Cc1n[nH]c(=O)c2ccccc12)OCc1c(Cl)cccc1Cl,4,92,-4,98,-11,-2,-8,-2,15
Cc1nnc(SC(C)C(=O)NCC2CCCO2)n1-c1ccccc1 (stereo not given),0,81,-11,79,-10,-2,-13,1,-4
CN(C)CC(=O)N1CCc2ccccc2C1,-1,97,-4,94,2,1,-2,0,-21
O=C(Cc1cccc2ccccc12)Nc1ccc(Br)cc1C(=O)O,3,102,5,111,-5,-13,6,-1,0
COC(=O)/C=C/C(=O)N1CCN(c2ccccc2)CC1,0,94,-3,97,-6,-5,24,3,-2
COc1ccc(C(C(=O)NCCC(C)C)N(CCCO)C(=O)c2snc(C(N)=O)c2N)cc1OC (stereo not given),3,96,4,109,-4,-2,13,-3,23
CCOc1ccc2oc(C(=O)NCC(C)(C)CN(C)C)c(C)c2c1,1,103,3,102,3,-11,-10,7,15
CCOC(=O)c1cnc2c(cnn2C)c1NCCCn1ccnc1,2,96,-3,91,-5,-6,-11,0,10
CCOc1cccc2cc(C(=O)NCc3ccccc3Cl)c(=O)oc12,4,99,0,102,-1,10,19,-2,15
Cc1ccc(S(=O)(=O)NC(CN2CCOCC2)=NCCNS(=O)(=O)c2ccccc2)cc1,3,95,-4,98,-3,7,22,-2,7
CC(C)N(CCc1ccncc1)C(=S)Nc1cccc(Cl)c1,0,106,0,102,6,-10,-4,-1,-25
CCOC(=O)c1ccc(NC(=S)NNC(=O)C2(C)CC2(Cl)Cl)cc1 (stereo not given),1,108,4,104,3,4,11,4,1
Cc1cc(=O)n(Cc2ccc(OC(C)C)cc2)c(=S)[nH]1,9,100,-5,96,-7,1,0,-1,-1
NNC(=O)c1sc2nc(N3CCOCC3)c3c(c2c1N)CCCC3,/,101,0,94,-2,-6,/,5,20
O=C(CCc1ccc(S(=O)(=O)NCCc2ccccc2)cc1)NCc1ccco1,4,107,-4,103,1,-4,-23,1,10

# This is a subset (hit frequency here may not be typical).
